# ER stress rescue = rescue of cells from ER stress-induced death, primary screen, 384-well, CSM14.1, thapsigargin, ATP luminescence (AID 1222); CSM14.1 thapsigargin-induced death rescue, ATP luminescence; higher % means a stronger effect; cellular ATP content (survival), % at 20 µM, or EC50 in µM where a hit was titrated; 190,000 tested, under 10 active;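 active = EC50 below 50 µM in the dose-response confirmation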;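 also: death triggered by thapsigargin at about 15 µM added after 2 h compound pretreatment; cell ATP read after overnight thapsigargin exposure of roughly 18 to 22 hours; normalized against plate controls of thapsigargin alone and 5% DMSO vehicle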
# RSV antiviral HEp-2 = RSV antiviral activity via CPE protection, HEp-2 cells, primary 10 µM value included (AID 2391) | actives 0.13% (n = 310,000) | CPE inhibition, % at 10 µM, or IC50 in µM where a hit was titrated | HEp-2 cells, RSV-induced CPE inhibition; higher % means a stronger effect; in the data active = a potency from the dose series; inconclusive = CPE inhibition mostly from about 23% at the one dose, without a potency; inactive = the rest, 99 in 100 with CPE inhibition below about 21%; also: strong numbers were not always called active
# SV40 large T antigen = SV40 large T antigen inhibitors, biochemical (AID 1903); SV40 large T antigen ATPase/helicase inhibition assay; higher % means a stronger effect; inhibition, % at 20 µM, or IC50 in µM where a hit was titrated; actives 0.39% (n = 310,000); in the data active = a potency from the dose series; inconclusive = inhibition mostly from about 32% at the one dose, without a potency; inactive = the rest, 99 in 100 with inhibition below about 32%; also: strong numbers were not always called active
# Dengue-2 NS5 capping = Dengue-2 NS5 methyltransferase inhibitors, primary screen, biochemical, confirmation dose response (AID 588689); one-dose inhibition, % at 25 µM; IC50 in µM for titrated hits; Dengue-2 NS5 methyltransferase capping enzyme assay, biochemical; higher % means a stronger effect; Genome polyprotein (Dengue virus type 2 (strain 16681-PDK53)); actives 0.3% (n = 340,000); in the data active = a potency from the dose series; inconclusive = inhibition above about 29% without an active follow-up result
# Salmonella PhoP GFP = inhibitors of PhoP regulon expression, primary screen, Salmonella Typhimurium, GFP reporter (AID 1863). S. Typhimurium PhoP-regulated promoter GFP reporter, 4 h; higher % means a stronger effect. inhibition, % at 50 µM, or IC50 in µM where a hit was titrated. actives 0.16% (n = 300,000);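 active = inhibition over 29.93%, a cutoff 3 SD above the screen mean, later confirmed by dose response; inconclusive = inhibition over 29.93% but no dose response follow-up; inactive = inhibition at most 29.93% or unconfirmed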;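 also: 0% = low Mg2+ inducing control and 100% = high Mg2+ repressing control; strong numbers were not always called active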
# LYP inhibition = inhibitors of LYP phosphatase, biochemical, fluorescence intensity, uHTS (AID 1779). actives 0.054% (n = 290,000). inhibition, % at 11.5 µM; hits with a dose series show IC50 in µM. recombinant LYP phosphatase, fluorescence intensity; higher % means a stronger effect. Tyrosine-protein phosphatase non-receptor type 22 (Homo sapiens); in the data active = inhibition above about 50%;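 also: plate controls were vehicle with enzyme for no effect and no enzyme for full effect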
# MgcRacGAP inhibition = MgcRacGAP GTPase-activating activity inhibitors, confirmation, biochemical, ADP Hunter fluorescence; Rac GTPase-activating protein 1 (Homo sapiens); MgcRacGAP-stimulated Rac1 GTP hydrolysis, ADP Hunter fluorescence; higher % means a stronger effect; GST-tagged Rac1 F28L mutant substrate; inhibition, % at 30 µM, or IC50 in µM where a hit was titrated; actives 0.6% (n = 340,000);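 active = first-screen hits whose inhibition reached a set limit at any dose in the follow-up dose series; inconclusive = inhibition above the set first-screen limit but never retested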;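 also: fluorescence reports GDP produced by GAP-driven GTP hydrolysis; strong numbers were not always called active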
# GPR35 arrestin U2OS = GPR35 antagonists blocking zaprinast-driven arrestin recruitment, primary screen, imaging, U2OS, beta-arrestin-GFP, zaprinast agonist (AID 2058) | actives 0.052% (n = 290,000) | G-protein coupled receptor 35 (Homo sapiens) | U2OS GPR35 beta-arrestin-GFP translocation imaging, zaprinast antagonism; higher % means a stronger effect | inhibition, % at 10 µM; hits with a dose series show IC50 in µM;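 active = inhibition of at least 50% with at least 30 cells and total cytoplasm GFP at most 10,000,000; inconclusive = under 30 cells or total GFP of 10,000,000 plus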
# West Nile antiviral = West Nile virus antiviral activity, cell-based, CPE readout (AID 1621); West Nile virus-infected cells, CPE inhibition; higher % means a stronger effect; actives 0.02% (n = 290,000); CPE inhibition, % at 10 µM, or IC50 in µM where a hit was titrated; in the data active = a potency from the dose series; inconclusive = CPE inhibition mostly from about 3.7% at the one dose, without a potency; inactive = the rest, 99 in 100 with CPE inhibition below about 2.2%; also: strong numbers were not always called active
# An asterisk follows results filed as active; ? = inconclusive; nt = no result given; & = joins results of further samples.
SMILES,ER stress rescue,RSV antiviral HEp-2,SV40 large T antigen,Dengue-2 NS5 capping,Salmonella PhoP GFP,LYP inhibition,MgcRacGAP inhibition,GPR35 arrestin U2OS,West Nile antiviral
NC(=O)c1c(NC(=O)CN2CCCC2)sc2c1CCCC2,-0.2%,1.6%,-6%,-8%,9%,2%,11%,5%,0.4%
CCCCc1nc2cc(C(=O)N(C)CCc3cn[nH]c3)ccc2o1,nt,2.3%,9%,6%,7%,-11%,-1%,-6%,0.1%
CC(C)Cn1c(SCc2nc3ccccc3c(=O)[nH]2)nc2ccccc2c1=O,-2.7%,2.4%,-4%,-11%,-2%,-6%,7%,6%,0.2%
S=c1[nH]nc(-c2ccc(Cl)cc2)n1CC1CCCO1 (stereo not drawn),0.1%,0.4%,19%,-7%,-5%,-5%,4%,15%,nt
CN(C)c1nc2c(c(=O)[nH]c(=O)n2C)n1CCOc1ccccc1,nt,1.8%,13%,-1%,-8%,-7%,13%,-6%,-0.3%
CC(C)(C)N1C(=O)c2ccc(C(=O)Nc3ccc(O)cc3)cc2C1=O,nt,4.5%,37%,-7%,-1%,-2%,27µM*,1%,-0.4%
N#CNC(=Nc1cccc(F)c1)SCc1cccc(F)c1,-2.6%,8.2%,-2%,-5%,-19%,1%,2%,-3%,-1.2%
CC(NC(=O)c1ccccc1)c1nnc(SCC(=O)NC2CCCC2)n1C (stereo not drawn),nt,1.9%,5%,-3%,-5%,1%,-3%,0%,0.3%
Cc1onc(-c2ccccc2Cl)c1C(=O)N1CCC(Cc2ccccc2)CC1,nt,1.6%,10%,1%,-9%,1%,5%,-12%,1.2%
Cc1cc(C)c(-c2csc(NC(=O)c3n[nH]c(=O)c4ccccc34)n2)c(C)c1,-0.7%,10%,5%,-2%,-13%,3%,4%,-2%,-0.6%
CNC(=S)N=Nc1c(O)[nH]c2ccc(C(C)C)cc12,2.4%,0.5%,20%,0%,8%,2%,14%,4%,-1.3%
CCOC(=O)N1CCC(NC(=O)C2CCN(S(=O)(=O)N3CCC(C)CC3)CC2)CC1,-0.7%,1.0%,6%,-4%,2%,-8%,12%,22%,-1.2%
Cc1cc(Nc2ccccc2)c2c([N+](=O)[O-])cc(C)c(C)c2n1,0.4%,3.8%,1%,1%,27%,-3%,4%,-6%,0.2%
Cc1ccc(-n2ncc(N(C)C)c(Cl)c2=O)cc1,-3.4%,1.0%,5%,-4%,-1%,-3%,6%,0%,nt
CCCc1ccc(OCC(O)CN2CCc3ccccc3C2)cc1 (stereo not drawn),nt,0.6%,6%,nt,-7%,-2%,6%,-3%,-1.3%
COc1ccc(CNC(=O)C2CCCN(c3nccc(C)n3)C2)cc1 (stereo not drawn),-2.8%,1.4%,7%,2%,1%,-4%,6%,27%,-0.4%
CCn1ncc(CNC(=O)C2(C)CC2(Cl)Cl)c1C (stereo not drawn),0.5%,2.5%,0%,4%,16%,-7%,4%,2%,-0.1%
COc1cccc(NC(=O)Nc2ccc3c(c2)nnn3C)c1,-1.6%,2.3%,5%,nt,-1%,-10%,11%,-3%,0.4%
Cc1ccc(C(=O)Nc2cccc(NC(=O)CN3CCCCC3)c2)cc1,nt,0.3%,5%,1%,-2%,-8%,10%,-8%,-0.6%
Nn1cnnc1SC1CCCCC1NS(=O)(=O)c1ccccc1 (stereo not drawn),-3.3%,1.9%,15%,-4%,1%,-6%,-1%,6%,0.0%
Cc1cc(/C=N\NC(=O)COc2cccc3cccnc23)c(C)n1-c1ccc(Br)cc1,-2.7%,7.6%,6%,-6%,2%,-3%,3%,-14%,-0.6%
N#CCCN(CCC#N)C(=O)c1ccc(Cl)cc1,0.3%,-0.8%,-4%,-4%,-3%,1%,-3%,0%,0.4%
O=C(CSc1ccc(-c2ccccn2)nn1)Nc1ccc(F)c(F)c1,nt,0.9%,16%,-5%,4%,-9%,5%,-9%,2.6%
CCOC(=O)c1cnc(N)nc1C(F)(F)F,0.6%,?,-5%,-6%,-4%,-9%,4%,3%,0.7%
CCCCn1c(C)nc2c(=O)n(C)c(=O)[nH]c21,-2.2%,0.6%,19%,4%,-16%,-8%,5%,-6%,0.0%

# Structures above with fluorine, in the order listed:
SMILES,ER stress rescue,RSV antiviral HEp-2,SV40 large T antigen,Dengue-2 NS5 capping,Salmonella PhoP GFP,LYP inhibition,MgcRacGAP inhibition,GPR35 arrestin U2OS,West Nile antiviral
N#CNC(=Nc1cccc(F)c1)SCc1cccc(F)c1,-2.6%,8.2%,-2%,-5%,-19%,1%,2%,-3%,-1.2%
O=C(CSc1ccc(-c2ccccn2)nn1)Nc1ccc(F)c(F)c1,nt,0.9%,16%,-5%,4%,-9%,5%,-9%,2.6%
CCOC(=O)c1cnc(N)nc1C(F)(F)F,0.6%,?,-5%,-6%,-4%,-9%,4%,3%,0.7%

# Back to the main list; the 2 compounds before the break are reprinted first.
SMILES,ER stress rescue,RSV antiviral HEp-2,SV40 large T antigen,Dengue-2 NS5 capping,Salmonella PhoP GFP,LYP inhibition,MgcRacGAP inhibition,GPR35 arrestin U2OS,West Nile antiviral
CCOC(=O)c1cnc(N)nc1C(F)(F)F,0.6%,?,-5%,-6%,-4%,-9%,4%,3%,0.7%
CCCCn1c(C)nc2c(=O)n(C)c(=O)[nH]c21,-2.2%,0.6%,19%,4%,-16%,-8%,5%,-6%,0.0%
O=[N+]([O-])c1ccc(CCn2ccnc2)cc1,nt,1.7%,-2%,-1%,26%,-7%,1%,-1%,-0.7%
CC1(C)Cc2c(C#N)c(N3CCCC3)nc(-c3ccco3)c2CO1,-0.2%,4.0%,46%,16%,1%,-2%,8%,1%,0.3%
CCOC(=O)C(=CN(CCc1ccccc1)CC(=O)OC)C(=O)OCC,-5.4%,1.5%,16%,-5%,3%,-1%,11%,-13%,-0.2%
O=C(COn1nnc2ccc(C(F)(F)F)cc21)Nc1nnc(-c2ccccc2)o1,-1.7%,1.2%,1%,1%,-2%,-1%,4%,-6%,0.2%
Cc1nc(CN(C)Cc2nc(Cc3cccc(F)c3)no2)cs1,-1.1%,1.1%,10%,-3%,5%,-6%,6%,12%,-0.1%
COc1ccc(CCNCC(O)c2ccccc2)cc1 (stereo not drawn),0.7%,-1.5%,6%,-5%,-14%,-2%,18%,11%,-0.6%
CCOC(=O)c1c(NC(=O)CSc2nnc3c(Cl)cc(Cl)cn23)sc2c1CCC2,11%,20%,14%,-7%,-12%,19%,11%,12%,-1.5%
CCCc1nn2c(=O)cc(CSCC(=O)Nc3ccc(C)cc3)nc2s1,nt,0.2%,-2%,-1%,3%,-14%,4%,-4%,-0.2%
CCCCNC(=O)c1cc2c(C)cc(C)cc2[nH]1,nt,nt,4%,-5%,-4%,-7%,8%,16%,-0.1%
CCn1ncc(/C=N/NC(=O)c2cc(Cl)ccc2OC)c1C,0.3%,3.1%,34%,-2%,15%,3%,6%,4%,0.2%
COc1cc(C2CC(=O)Nc3c2c(=O)nc2c(C)cccn32)cc(OC)c1OC (stereo not drawn),-0.7%,0.5%,6%,-3%,-2%,-9%,10%,4%,0.6%
COc1ccc(N2CCN(CC(=O)c3ccc(Cl)cc3)CC2)cc1,nt,0.6%,23%,-1%,5%,-3%,15%,-1%,-0.7%
CC1(C)CC(CC(=O)O)(c2ccc(Cl)cc2)CCO1 (stereo not drawn),2.5%,2.4%,0%,-2%,-4%,-6%,2%,12%,0.0%
CCC(=O)c1ccc(OCC(O)CN2CCOCC2)cc1 (stereo not drawn),0.7%,1.3%,12%,-6%,7%,-4%,5%,-7%,0.4%
Cc1nn(CC(=O)Nc2ccc3c(c2)OCO3)c(C)c1Cl,nt,0.2%,28%,-7%,-5%,2%,1%,18%,0.1%
O=[N+]([O-])c1cccc2c1ccc1ncccc12,nt,3.1%,10%,-3%,7%,-1%,-2%,0%,-1.2%
CCOC(=O)C(c1ccccc1)C(Nc1ccc(Cl)c(Cl)c1)c1ccccn1 (stereo not drawn),nt,-0.4%,4%,nt,-5%,-7%,nt,-4%,-0.1%
COc1cccc(CC(=O)n2nc(N)c3cc4ccc(OC)cc4nc32)c1,-0.9%,-0.1%,1%,-6%,-9%,6%,6%,8%,nt
COc1cc2c(cc1OC)CN(CC(=O)Nc1ccc(C)cc1)CC2,-1.1%,nt,9%,-5%,-1%,-9%,1%,20%,-0.7%
Cc1noc(C)c1C(=O)N1CCCC(C(=O)c2cccc(OC(C)C)c2)C1 (stereo not drawn),-2.0%,4.8%,nt,3%,nt,-10%,-8%,-3%,-1.6%
COC(=O)[C@@H]1[C@H]2C[C@H]3c4[nH]c5ccccc5c4CCN3C[C@@H]2CC[C@@H]1O,nt,4.0%&1.5%,5%&13%,0%,-7%&-7%,-6%,4%,-14%,0.5%&-0.1%
COc1ccc(C2N=C(N)N=C(N)N2c2ccc(C)cc2)cc1 (stereo not drawn),-1.0%,-0.5%,-2%,-4%,-8%,-4%,3%,3%,-0.1%
CCOC(=O)c1c(N2C(=O)C=CC2=O)sc(C)c1C,-1.1%,-0.1%,14%,-24%,7%,5%,6%,-9%,-0.5%
N#CCCSc1nc(N2CCOCC2)c2c(c1C#N)CCCC2,-1.9%,0.0%,-3%,-4%,-6%,-6%,3%,-14%,0.5%

# Fetched by structure from the list above (2):
SMILES,ER stress rescue,RSV antiviral HEp-2,SV40 large T antigen,Dengue-2 NS5 capping,Salmonella PhoP GFP,LYP inhibition,MgcRacGAP inhibition,GPR35 arrestin U2OS,West Nile antiviral
O=[N+]([O-])c1cccc2c1ccc1ncccc12,nt,3.1%,10%,-3%,7%,-1%,-2%,0%,-1.2%
Cc1nn(CC(=O)Nc2ccc3c(c2)OCO3)c(C)c1Cl,nt,0.2%,28%,-7%,-5%,2%,1%,18%,0.1%

# MgcRacGAP inhibition, entries above that show a hit
molecule	RSV antiviral HEp-2	SV40 large T antigen	Dengue-2 NS5 capping	Salmonella PhoP GFP	LYP inhibition	MgcRacGAP inhibition	GPR35 arrestin U2OS	West Nile antiviral
CC(C)(C)N1C(=O)c2ccc(C(=O)Nc3ccc(O)cc3)cc2C1=O	4.5%	37%	-7%	-1%	-2%	27µM*	1%	-0.4%

# Assay outcomes deposited in PubChem BioAssay by several laboratories.
